# NTR1 ag: agonists of NTR1, primary screen, imaging, U2OS cells, beta-arrestin-GFP, high content (AID 493036) | 0.17% of 330,000 active | NTR1-U2OS beta-arrestin-GFP spot imaging, agonist mode | activation, % at 20 µM;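 active means activation at or above 40% of the spot to cytoplasm intensity ratio, with at least 20 cells analyzed; inconclusive means wells under 20 cells, flagged as cytotoxic or low count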;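 further: 0% = DMSO without peptide and 100% = 100 nM NTR1 peptide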
# Target sequence (P30989 whole entry, looked up): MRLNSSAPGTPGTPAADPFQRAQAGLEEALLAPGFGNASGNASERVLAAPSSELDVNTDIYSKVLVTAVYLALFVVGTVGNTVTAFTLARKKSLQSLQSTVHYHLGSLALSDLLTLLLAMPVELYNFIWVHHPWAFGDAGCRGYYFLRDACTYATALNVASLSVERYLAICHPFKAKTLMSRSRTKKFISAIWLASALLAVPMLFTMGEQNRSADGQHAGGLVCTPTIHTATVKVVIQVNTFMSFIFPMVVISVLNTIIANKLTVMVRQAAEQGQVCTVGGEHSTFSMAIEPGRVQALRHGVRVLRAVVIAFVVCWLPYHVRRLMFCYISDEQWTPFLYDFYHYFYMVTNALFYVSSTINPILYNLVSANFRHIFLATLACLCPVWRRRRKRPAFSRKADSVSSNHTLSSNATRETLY
# KOR beta-arrestin-1: KOR antagonists, beta-arrestin recruitment, cell-based, luminescence, uHTS (AID 1778). one-dose inhibition, % at 10 µM; IC50 in µM for titrated hits. KOR beta-arrestin recruitment, luminescence, antagonist mode; higher % means a stronger effect. 0.091% of 290,000 active; in the data active means inhibition above about 50%; further: strong numbers were not always called active
# T cell HTS: T cell immune modulation candidate; 2C CD8+ T cell-vesicle binding, flow cytometry; hits give low values; calls only at 7 µM; 0.068% of 330,000 active; AID 2052;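 active means response, share of CD8 T cells binding vesicles, and their 90th percentile fluorescence all below set limits, cut at about 80% in these data, passing the limit was not always enough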
#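 Test system: purified 2C TCR transgenic mouse naive CD8+ T cells. Probe or stimulus: QL9-peptide-loaded Drosophila micro-vesicles bearing Ld, ICAM-1 and B7-1. Incubation: binding step 1.5 h, 37 °C, antibody labelling 20 min, ice. Measured by: flow cytometry of vesicle-bound cells.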
# GPR35 arrestin U2OS: GPR35 antagonists blocking zaprinast-driven arrestin recruitment, primary screen, imaging, U2OS, beta-arrestin-GFP, zaprinast agonist (AID 2058). 0.052% of 290,000 active. inhibition, % at 10 µM; hits with a dose series show IC50 in µM. U2OS GPR35 beta-arrestin-GFP translocation imaging, zaprinast antagonism; higher % means a stronger effect;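 active means inhibition of at least 50% with at least 30 cells and total cytoplasm GFP at most 10,000,000; inconclusive means under 30 cells or total GFP of 10,000,000 plus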
# GPR55 antagonists: GPR55 antagonists blocking LPI-driven arrestin recruitment, primary screen, imaging, U2OS, beta-arrestin-GFP, LPI agonist (AID 2013) | 0.13% of 290,000 active | inhibition, % at 10 µM, or IC50 in µM where a hit was titrated | U2OS GPR55 beta-arrestin-GFP translocation imaging, LPI antagonism; higher % means a stronger effect;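 active means spots per cell inhibited over 60%, with over 100 cells counted and total cytoplasm intensity under 500,000; inconclusive means wells with under 100 cells, flagged as likely toxic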;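 further: U2OS cells stably carrying GPR55 and arrestin-GFP stimulated by 5 µM LPI near EC80; imaged beta-arrestin-GFP aggregate spots per cell after agonist stimulation; plate controls were LPI-stimulated DMSO wells for no effect and DMSO wells without LPI for full effect; some results filed as inactive read as strong as hits; confirmed hits need IC50 under 10 µM and bright autofluorescent wells are also inconclusive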
# KOR beta-arrestin-2: kappa opioid receptor activators – cell-based, luminescence, uHTS, primary screen (AID 1777); KOR beta-arrestin recruitment, luminescence; higher % means a stronger effect; activation, % at 10 µM, or EC50 in µM where a hit was titrated; 0.02% of 280,000 active; in the data active means activation above about 50%, passing the limit was not always enough; further: a part of the inactive calls stands beside numbers as strong as those of hits
# West Nile antiviral: inhibition of WNV-induced cytopathic effect – cell-based, CPE readout (AID 1621). West Nile virus-infected cells, CPE inhibition; higher % means a stronger effect. CPE inhibition, % at 10 µM; hits with a dose series show IC50 in µM. 0.02% of 290,000 active; in the data active means a potency from the dose series; inconclusive means CPE inhibition mostly from about 3.7% at the one dose, without a potency; inactive means the rest, 99 in 100 with CPE inhibition below about 2.2%; further: strong numbers were not always called active
# GPR55 activation: selective activators of receptor GPR55 – imaging, U2OS cells, beta-arrestin-GFP redistribution, primary screen (AID 1961); one-dose activation, % at 10 µM; EC50 in µM for titrated hits; U2OS GPR55 beta-arrestin-GFP redistribution imaging; higher % means a stronger effect; 0.048% of 290,000 active;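 active means activation above 40% with more than 50 cells counted in the well; inconclusive means wells holding fewer than 50 cells, flagged as toxic or sparse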;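 further: U2OS osteosarcoma cells stably expressing GPR55 and beta-arrestin-GFP; plate controls were DMSO negative control for no effect and LPI positive control for full effect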
# Salmonella PhoP GFP: inhibitors of PhoP regulon expression, primary screen, Salmonella Typhimurium, GFP reporter (AID 1863); S. Typhimurium PhoP-regulated promoter GFP reporter, 4 h; higher % means a stronger effect; 0.16% of 300,000 active; inhibition, % at 50 µM, or IC50 in µM where a hit was titrated;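 active means inhibition over 29.93%, a cutoff 3 SD above the screen mean, later confirmed by dose response; inconclusive means inhibition over 29.93% but no dose response follow-up; inactive means inhibition at most 29.93% or unconfirmed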;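 further: 0% = low Mg2+ inducing control and 100% = high Mg2+ repressing control; strong numbers were not always called active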
# T cell HTS vesicle-bound %: also measured in T cell HTS; calls as there; double positive events, %; measured here: CD8+ vesicle-bound cell fraction;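 binding gate set so that unloaded-vesicle control wells show 10% double positive cells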
# NTR1 ag cell count 20 µM: recorded beside NTR1 ag, whose call it bears; cell count; measured here: cell count, cytotoxicity flag
# An asterisk follows results filed as active; i = inactive; ? = inconclusive; nt = not tested or not shown; & = joins results of further samples; [ ] = another dose, or the depositor's remark.
SMILES,NTR1 ag,NTR1 ag cell count 20 µM,KOR beta-arrestin-1,T cell HTS,T cell HTS vesicle-bound %,GPR35 arrestin U2OS,GPR55 antagonists,KOR beta-arrestin-2,West Nile antiviral,GPR55 activation,Salmonella PhoP GFP
O=C(Cn1c(-c2ccccc2)noc1=O)NCc1ccccc1,1.2,69,14%,i,55,6%,-3%,-9.6%,0.0%,0.3%,11%
O=c1[nH]c(N2CCN(c3ccccc3)CC2)nc2c1CCC2,0.3,61,-6%,i,21,-5%,3%,-4.9%,0.1%,-0.1%,-11%
CN(C)C=NC(=O)c1[nH]c2ccc(Cl)cc2c1-c1ccccc1,38,39,-34%,i,40,-27%,14%,-2.7%,?,6.4%,30%
O=C(Nc1ccnn1C1CCN(C/C=C/c2ccccc2)CC1)c1ccccc1,0.6,68,-7%,i,8,0%,5%,-0.1%,0.0%,0.5%,0%
COc1ccc(N2CCN(CC(=O)Nc3nc4c(s3)CC(C)CC4)CC2)cc1 (centres undefined),2.0,38,22%,i,15,1%,-5%,-0.8%,-0.3%,-0.2%,5%
COc1cc(OC)nc(/N=C/N(C)C)n1,nt,nt,-36%[20 µM],nt,nt,-4%,-5%,0.0%,0.5%,-0.1%,-4%
COc1cc(-c2noc(-c3cccs3)n2)cc(OC)c1OC,1.7,74,18%,i,41,1%,-4%,11%,0.3%,-0.1%,7%
CC(NC(=O)C1CC1)c1ccc(-c2ccccc2)cc1 (centres undefined),-0.1,65,6%,i,30,7%,-1%,1.1%,-0.9%,-0.1%,-5%
O=c1nc(SCc2ccc(Cl)cc2)nc(-c2ccccc2)[nH]1,2.2,49,-17%,i,37,-1%,6%,3.4%,-0.2%,0.3%,-8%
Cc1ccccc1CN1CCN(Cc2ccc3cccc(F)c3n2)CC1CCO (centres undefined),0.0,52,-9%,i,66,0%,-11%,-3.4%,-0.7%,0.3%,-3%
CCCc1[nH]n(-c2ccc(F)cc2)c(=O)c1C=Nc1ccc(C)cc1,-1.7,47,5%,i,29,-4%,13%,0.7%,-1.1%,-0.3%,10%
Cc1cc(C)cc(SCc2noc(C(=O)NCC3CCCO3)c2C(=O)O)c1 (centres undefined),-0.2,79,-44%,i,39,7%,0%,1.6%,-0.2%,-0.1%,-8%
CC(=O)Nc1cccc(NC(=O)C(=O)c2cn(CC(=O)N3CCCCC3)c3ccccc23)c1,0.8,55,-1%,i,19,-9%,8%,-3.0%,-0.1%,-0.3%,-7%
CC(=O)c1ccc(NC(=O)c2ccc(CNc3c(N4CCOCC4)c(=O)c3=O)cc2)cc1,-1.3,50,20%,i,33,10%,-6%,nt,0.1%,0.0%,1%
Cc1c(N=Cc2c(O)n(Cc3ccco3)c(=O)c3ccccc23)c(=O)n(-c2ccccc2)n1C,3.3,40,4%&-26%,i,58,-4%&-4%,4%&11%,8.8%&-7.5%,-0.5%,0.2%&0.5%,-8%
Cc1cccc([C@@H]2[C@@H]3C(=O)N(Cc4ccccc4)C(=O)[C@@H]3[C@]3(C)C(=O)N(c4ccc(Br)cc4)C(=O)N23)c1,19,92,-3%[20 µM],i,43,3%,-6%,-3.2%,-1.1%,-0.1%,7%
Nc1ccc2nc(CCCCCCc3nc4ccc(N)cc4[nH]3)[nH]c2c1,1.1,50,-29%,i,26,1%,8%,-1.6%,0.0%,-0.2%,3%
CN(C(=O)c1ccncc1)C1CCCCC1,1.9,61,-12%,i,54,6%,8%,-2.0%,0.2%,0.3%,-6%
O=C(Nc1nnc(-c2ccccc2)o1)Nc1ccc(F)cc1F,0.8,97,-31%[20 µM],i,58,11%,10%,1.1%,0.2%,-0.1%,-1%
O=S(=O)(Nc1ccccn1)c1cccs1,-0.8,59,11%[20 µM],i,29,1%,-4%,-5.2%,0.4%,0.0%,-7%
C=CCn1c(SCC(=O)NC2CCCCC2)nnc1C(C)NC(=O)c1cccs1 (centres undefined),2.4,88,19%,i,43,7%,8%,-3.6%,-0.8%,-0.4%,-1%
Cn1c(=O)c(C(=O)COC(=O)c2cc(C(F)(F)F)nc3ccccc23)c(N)n(Cc2ccccc2)c1=O,1.8,94,3%,i,30,-3%,14%,-0.4%,nt,-0.2%,-3%
COc1ccc(CCn2nnnc2C(CC(C)C)N2CCN(c3ncccn3)CC2)cc1OC (centres undefined),-1.1,85,-2%,i,25,-8%,-20%,3.1%,nt,-0.3%,1%
CCOc1ccc(NC(=O)N(C2CCCC2)C2CCN(C(C)=O)CC2)cc1,1.0,78,12%,i,8,-2%,5%,-1.0%,0.0%,-0.4%,-10%
COc1ccc(CN2CCN(C(=O)c3ccco3)CC2)cc1OC,0.6,92,-19%,i,32,15%,13%,1.1%,0.2%,-0.3%,-6%
# New compounds follow
SMILES,NTR1 ag,NTR1 ag cell count 20 µM,KOR beta-arrestin-1,T cell HTS,T cell HTS vesicle-bound %,GPR35 arrestin U2OS,GPR55 antagonists,KOR beta-arrestin-2,West Nile antiviral,GPR55 activation,Salmonella PhoP GFP
Cc1sc2ncnc(SCC(=O)NNC(=O)COc3cccc4ccccc34)c2c1C,2.6,76,-20%,i,43,10%,6%,3.6%,0.8%,0.3%,-14%
CCCn1nnnc1SCC(=O)NCc1ccc2c(c1)OCO2,-1.9,83,-18%,i,7,11%,-10%,17%,-0.2%,0.7%,6%
CCC(=O)N1CCCc2cc(S(=O)(=O)N3CCN(c4ccccc4F)CC3)ccc21,-2.6,46,-8%,i,27,11%,18%,3.7%,nt,-0.2%,6%
CC(C)(C)C(=O)Oc1cccc(Nc2ncnc3ccccc23)c1,2.3,60,-37%,i,57,4%,4%,-2.2%,3.1%,-0.2%,6%
CC(=O)Oc1ccc(-c2csc(Nc3cccnc3)n2)cc1,-0.8,99,0%,i,16,-8%,18%,-1.5%,0.5%,-0.1%,-6%
COc1ccc(CCNS(=O)(=O)c2cc3c4c(c2)C(C)C(=O)N4CCC3)cc1OC (centres undefined),-0.3,68,-46%,i,26,1%,9%,-3.6%,-0.5%,0.3%,-8%
COc1cc2c(cc1NC(=O)c1cccnc1)CCCC2,4.0,52,4%,i,31,10%,-5%,-1.3%,-0.2%,-0.1%,-1%
COc1cccc(CN2CCNC(=O)C2CC(=O)NC2CCOCC2)c1OC (centres undefined),0.1,62,-14%,i,6,17%,-5%,0.2%,-0.1%,-0.2%,4%
COC(=O)c1ccc(N2CCCCC2)c(NC(=O)c2ccco2)c1,2.2,42,-9%,i,23,8%,8%,0.8%,-0.1%,0.3%,0%
COCc1nnc(NC(=O)c2cccs2)s1,1.7,84,25%,i,43,-20%,5%,-5.7%,0.1%,0.0%,0%
O=C(NCC(=O)N(CCc1ccccc1)C(C(=O)NC1CCCC1)c1cccnc1)c1ccco1 (centres undefined),-0.7,66,30%,i,58,-10%,12%,-3.1%,nt,0.2%,10%
COC(=O)c1cccc(NC(=O)CCc2cc(OC)c(OC)c(OC)c2)c1,1.7,55,-14%,i,31,-1%,-5%,-1.6%,-0.8%,-0.1%,-7%
C=CCn1c(C)cc(C(=O)CN2C(=O)NC3(CCCc4ccccc43)C2=O)c1C (centres undefined),1.5,45,-24%,i,38,-8%,11%,-1.4%,0.1%,-0.1%,-3%
CNC(=O)c1sc(-c2cccs2)nc1C,-1.8,67,21%,i,41,4%,13%,-5.3%,-0.3%,-0.2%,2%
CCOc1ccc(-c2nc(CCl)cs2)cc1,-1.0,58,-2%,i,33,-2%,12%,-6.7%,0.1%,-0.3%,7%
COc1ccc(NS(=O)(=O)c2ccc(NC(=S)NCC3CCCO3)cc2)cc1 (centres undefined),1.7,59,6%,i,18,-5%,20%,1.4%,-0.6%,-0.1%,-3%
CCOC(=O)N1CCc2c(sc3[nH]c(=S)[nH]c(=S)c23)C1,0.8,53,35%,i,42,-13%,3%,0.6%,0.0%,-0.1%,-6%
COc1ccc(/C=N\NS(=O)(=O)c2ccc(C)cc2)cc1COc1ccccc1[N+](=O)[O-],-1.7,75,-57%,i,49,1%,19%,13%,-0.5%,0.3%,8%
COC(=O)[C@@H](NC(=O)c1ccc(OC2CCN(Cc3ccccn3)CC2)cc1)C(C)C,-1.7,85,-21%[20 µM],i,47,2%,15%,nt,0.2%,-0.1%,-3%
Cc1ccc(-c2nnc3ccc(SCC(=O)N4CCCc5ccccc54)nn23)cc1,3.4,37,6%,i,50,-1%,8%,-3.0%,0.3%,-0.5%,2%
Cc1ccc(-c2nn(-c3ccccc3)c3[nH]c(=O)c(CNCCN(C)C)cc23)cc1,nt,nt,28%,nt,nt,18%,-12%,nt,nt,0.0%,nt
COc1ccccc1CNC(=O)c1csc(Cc2ccc(Cl)cc2)n1,2.5,50,-23%,i,31,-15%,16%,1.4%,-0.3%,0.0%,0%
CC(=O)Nc1ccc(S(=O)(=O)NCCNc2ccccc2[N+](=O)[O-])cc1,1.3,33,-26%,i,5,12%,1%,-0.7%,-0.2%,-0.6%,3%
O=C(OCC(=O)N1CCCCCC1)c1n[nH]c(=O)c2ccccc12,-2.3,62,-6%,i,46,-2%,-4%,2.1%,0.0%,0.2%,-6%
O=C(Nc1ccc(N2CCOCC2)c(Cl)c1)c1ccc(-n2cnnc2)cc1Cl,-0.9,66,27%,i,66,-2%,10%,-5.0%,-0.3%,0.0%,2%

# Some entries already given, limited to GPR55 antagonists and NTR1 ag cell count 20 µM:
smiles	GPR55 antagonists	NTR1 ag cell count 20 µM
C=CCn1c(C)cc(C(=O)CN2C(=O)NC3(CCCc4ccccc43)C2=O)c1C (centres undefined)	11%	45
CNC(=O)c1sc(-c2cccs2)nc1C	13%	67
CCOc1ccc(-c2nc(CCl)cs2)cc1	12%	58
COc1ccc(NS(=O)(=O)c2ccc(NC(=S)NCC3CCCO3)cc2)cc1 (centres undefined)	20%	59
CCOC(=O)N1CCc2c(sc3[nH]c(=S)[nH]c(=S)c23)C1	3%	53

# Source: PubChem BioAssay
